human PMI inhibition – MPI enzyme activity inhibition – biochemical, fluorescence intensity, coupled assay, primary screen (AID 1209). 0.42% of 190,000 active. purified PMI enzyme, coupled fluorescence intensity; higher % means a stronger effect. inhibition, % at 20 µM; hits with a dose series show IC50 in µM;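 further: plate controls were DMSO vehicle for no effect and wells lacking substrate for full effect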
PMI inhibition – MPI inhibition at elevated mannose 6-phosphate – biochemical, fluorescence intensity, high mannose 6-phosphate, primary screen (AID 1220). one-dose inhibition, % at 20 µM; IC50 in µM for titrated hits. recombinant PMI enzyme, coupled fluorescence intensity; higher % means a stronger effect. 0.66% of 190,000 active
Autophagy mod – alters autophagy in cells; MEF GFP-LC3 puncta imaging; test concentration mostly 10 µM; calls only at 10 µM (by protocol); 0.98% of 190,000 active; AID 463193;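 active means percentage of spot-positive cells more than 3 SD above its plate mean, without a fluorescence outlier flag or 80% toxicity; inconclusive means no clear call, values can overlap the other calls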;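 further: spot-positive cell cutoff set from DMSO-treated cells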
bCat nuc transl – beta-catenin nuclear translocation modulation | HeLa beta-catenin nuclear translocation, immunofluorescence imaging | AID 1665 | 0.3% of 190,000 active | nuclear translocation activity, % at 5 µM;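 active means nuclear translocation activity above 50% at 5 µM, with a well cell count of 50 or more; inconclusive means wells under 50 cells across six images, flagged as toxic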;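 further: per-cell ratio of nuclear to cytoplasmic median beta-catenin stain intensity; plate controls were DMSO negative control for no effect and GSK-3 inhibitor IX positive control for full effect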
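System: Human HeLa cells, endogenous beta-catenin | Compound dosing: 5 µM primary, 0.02–20 µM confirmation | Timing: 24 h compound exposure at 37°C, 5% CO2 | Measured by: Fluorescence imaging of beta-catenin antibody stain plus DAPI | Read-out basis: % activation of per-cell nuclear versus cytoplasmic median beta-catenin signal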
Ins promoter up – MIN6 insulin promoter up-regulation | MIN6 insulin promoter-GFP reporter, high-content imaging; stronger effect = higher value | 0.3% of 190,000 active | z-score at 5 µM;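 active means z-score above 3 at 5 µM with at least 500 cells counted in the well; inconclusive means wells under 500 cells, flagged as cytotoxic or low count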
TNAP activators – stimulation of alkaline phosphatase TNAP activity – biochemical, luminescent, no phosphate acceptor, uHTS, primary screen (AID 1001). purified TNAP, luminescent activation assay, no phosphate acceptor; higher activation fold means a stronger effect. one-dose activation fold at 20 µM; EC50 in µM for titrated hits. 0.03% of 200,000 active; in the data active means activation fold from about 3, or a potency from the dose series; inactive means the rest, 99 in 100 with activation fold below about 1.6; further: many of its hits are not listed in these tables
MT stabilizer – microtubule stabilization, imaging screen | HeLa tubulin immunostaining HCS, 24 h; share of cells brighter than vehicle mean+2SD | % tubulin-high responders, % at 10 µM | 0.83% of 200,000 active | AID 2205;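 active means plate Z-score above 3 for both tubulin-high and condensed-nucleus cell shares, with cell loss under 80%, at 10 µM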;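 further: anti alpha tubulin signal scored within the nucleus-defined area of each cell; some results filed as inactive read as strong as hits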
Hep lipid drop – modulators of hepatic lipid droplet formation; AML12 mouse hepatocytes, oleate lipid droplets, BODIPY imaging; inhibition, % at 6.5 µM; 0.4% of 240,000 active; AID 1656;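 active means lipid droplet intensity inhibited by at least 50%, with more than 500 cells counted; inconclusive means wells with under 300 cells, treated as cytotoxic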
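Material – mouse AML12 hepatocyte cell line, fixed after treatment · Compound dosing – one dose, 6.5 µM compound · Times – compound with oleate, overnight · Measured by – Image-based BODIPY and DAPI two-channel analysis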
T cell HTS – modulates CD8 T cell binding to vesicles. 2C CD8+ T cell-vesicle binding, flow cytometry; stronger effect = lower value. calls only at 7 µM. 0.068% of 330,000 active. AID 2052;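 active means response, share of CD8 T cells binding vesicles, and their 90th percentile fluorescence all below set limits, cut at about 80% in these data, passing the limit was not always enough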
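Also added: QL9-peptide-loaded Drosophila micro-vesicles bearing Ld, ICAM-1 and B7-1; Test system: purified 2C TCR transgenic mouse naive CD8+ T cells; Measured by: cytometric PE anti-B7-1 and Alexa647 anti-CD8 signals after 1% paraformaldehyde fixation; Timing: binding step 1.5 h, 37 °C, antibody labelling 20 min, ice.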
Ins promoter up cell count – further read-out of Ins promoter up, marked with its call; cell count; measured here: cytotoxicity, nuclei count;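 total cells summed across four imaged fields per well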
Hep lipid drop cells 6.5 µM – further read-out of Hep lipid drop, marked with its call; cell count; measured here: cell count, cytotoxicity flag;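 cells counted across two imaged fields per well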
bCat nuc transl cell count 5 µM – further read-out of bCat nuc transl, marked with its call; cell count; measured here: cell count, cytotoxicity flag
T cell HTS vesicle-bound % – second read-out of T cell HTS, no call of its own (marks repeat the call); double positive events, %; measured here: CD8+ vesicle-bound cell fraction;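 binding gate set so that unloaded-vesicle control wells show 10% double positive cells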
MT stabilizer Hoechst-high % – recorded beside MT stabilizer, whose call it bears; % Hoechst-high responders; measured here: nuclear condensation Hoechst responders;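 share of cells brighter than vehicle mean plus two SD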
MT stabilizer cytotoxicity % – further read-out of MT stabilizer, marked with its call; toxicity, %; measured here: cytotoxicity by cell density;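 0% = mean cell density of plate MIN control wells and 100% = no cells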
Autophagy mod cell loss 18 h – second read-out of Autophagy mod, no call of its own (marks repeat the call); toxicity, %; measured here: cell loss, nuclei count;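 cell loss after 18 h compound exposure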
Starred values were filed as active, the others as inactive; i = inactive; ? = inconclusive; nt = not tested or not shown; + = active, no number. Unless noted, no stated cut-off is given here; in the data, active means inhibition above about 50%; inactive means the rest.

SMILES	human PMI inhibition	PMI inhibition	Autophagy mod	Autophagy mod cell loss 18 h	bCat nuc transl	bCat nuc transl cell count 5 µM	Ins promoter up	Ins promoter up cell count	TNAP activators	MT stabilizer	MT stabilizer Hoechst-high %	MT stabilizer cytotoxicity %	Hep lipid drop	Hep lipid drop cells 6.5 µM	T cell HTS	T cell HTS vesicle-bound %
CCCn1c(=O)c(C(=O)NCc2ccco2)c(O)c2ccccc21	-5%	-7%	i	-2	2.5	1030	nt	nt	1	3.1	2.2	6.0	34	736	i	42
COc1ccc(NS(=O)(=O)c2cc(NC(=O)c3ccco3)ccc2N2CCCCC2)cc1	8%	10%	i	-3	-0.3	1214	-0.5	1331	0.9	2.7	2.0	7.4	-2	583	i	39
COc1ccc(CCNc2ncnc3c2oc2ccccc23)cc1OC	4%	-3%	i	-17	-0.6	1256	?	nt	0.9	1.4	1.3	9.7	nt	nt	i	29
CC1(C)CC(=O)c2sc(NS(=O)(=O)Cc3ccccc3)nc2C1	-3%	-1%	i	6	2.4	958	nt	nt	1.1	2.1	1.7	7.8	12	727	i	48
O=C(CSc1ccccc1)Nc1ccc(S(=O)(=O)Nc2ncccn2)cc1	-4%	-10%	i	-13	1.0	1046	-0.29	1205	1.1	3.5	2.4	5.2	9	682	i	20
COc1ccc(Cn2c3nc4ccccc4nc3c3c(=O)n(Cc4ccco4)cnc32)cc1	10%	0%	nt	nt	-1.7	1230	-0.2	1349	1	nt	nt	nt	2	755	nt	nt
CC(=O)c1cccc(NC(=O)C2C3C=CC(C3=C(c3ccccc3)c3ccccc3)C2C(=O)O)c1 (stereo not given)	7%	14%	i	7	-4.7	1035	0.86	1576	1	4.1	3.8	0.9	10	662	i	7
CCOc1ccc(-n2c(=O)c3sccc3n(CC(=O)NCc3ccco3)c2=O)cc1	2%	-3%	i	0	-2.2	895	0.65	1588	1.1	1.7	1.7	5.5	nt	nt	i	63
CC(C)(C)NC(=O)NC(=O)CN1CCN(Cc2ccccc2)CC1	-2%	3%	i	12	1.0	1102	1.4	1303	1.1	7.1	2.7	14	-7	640	i	18
CCN(CC)CCN1C(=O)C(=O)/C(=C(/O)c2ccc(OC(C)C)cc2)C1c1ccncc1 (stereo not given)	3%	-3%	i	22	-3.8	1189	-0.5	928	1.1	2.0	1.0	8.2	2	776	i	51
Cc1cc(NC(=O)CS(=O)(=O)Cc2ccccc2)no1	10%	8%	i	-4	-0.3	1519	-1.1	1535	1.1	3.7	2.2	5.5	12	628	i	69
CCOc1ccc(-c2cn(-c3cccc(SC)c3)c(=O)[nH]2)cc1	-31%	-19%	i	-4	18	339	-0.11	1305	1.1	5.6	4.6	3.4	-6	681	i	38
COc1ccc(N(C(=O)C(C)C)S(=O)(=O)c2cccc([N+](=O)[O-])c2)cc1	3%	-1%	i	7	0.5	1512	-0.27	1466	1.1	1.5	1.5	2.7	9	717	i	41
COc1ccc(S(=O)(=O)NC2(C(F)(F)F)N=C3SCCN3C2=O)cc1 (stereo not given)	3%	0%	i	12	1.7	1383	1.3	1569	1.1	5.5	0.8	0.5	nt	nt	i	27
CCCS(=O)(=O)N1CCC(C(=O)NCCN2CCC(Cc3ccccc3)CC2)CC1	7%	8%	i	-2	4.4	955	0.48	1742	0.8	6.8	3.0	5.1	2	620	i	8

Next section; the last 5 above are carried over.
SMILES	human PMI inhibition	PMI inhibition	Autophagy mod	Autophagy mod cell loss 18 h	bCat nuc transl	bCat nuc transl cell count 5 µM	Ins promoter up	Ins promoter up cell count	TNAP activators	MT stabilizer	MT stabilizer Hoechst-high %	MT stabilizer cytotoxicity %	Hep lipid drop	Hep lipid drop cells 6.5 µM	T cell HTS	T cell HTS vesicle-bound %
Cc1cc(NC(=O)CS(=O)(=O)Cc2ccccc2)no1	10%	8%	i	-4	-0.3	1519	-1.1	1535	1.1	3.7	2.2	5.5	12	628	i	69
CCOc1ccc(-c2cn(-c3cccc(SC)c3)c(=O)[nH]2)cc1	-31%	-19%	i	-4	18	339	-0.11	1305	1.1	5.6	4.6	3.4	-6	681	i	38
COc1ccc(N(C(=O)C(C)C)S(=O)(=O)c2cccc([N+](=O)[O-])c2)cc1	3%	-1%	i	7	0.5	1512	-0.27	1466	1.1	1.5	1.5	2.7	9	717	i	41
COc1ccc(S(=O)(=O)NC2(C(F)(F)F)N=C3SCCN3C2=O)cc1 (stereo not given)	3%	0%	i	12	1.7	1383	1.3	1569	1.1	5.5	0.8	0.5	nt	nt	i	27
CCCS(=O)(=O)N1CCC(C(=O)NCCN2CCC(Cc3ccccc3)CC2)CC1	7%	8%	i	-2	4.4	955	0.48	1742	0.8	6.8	3.0	5.1	2	620	i	8
COc1ccc(CN2CCN(CC=C(C)C)C(CCO)C2)cc1Cn1cccn1 (stereo not given)	6%	4%	i	-4	-0.4	1100	0.17	1433	1.1	2.8	1.3	1.0	6	613	i	62
COc1ccc(OC)c(C(=O)CSc2nnc(-c3cccs3)n2C)c1	10%	2%	i	-3	-0.5	1196	0.13	1324	1.1	2.8	1.3	2.7	-2	773	i	24
CCCc1c(NC(=O)Nc2ccc(F)cc2)cnn1-c1ccc(Cl)cc1	nt	nt	nt	nt	1.4	1286	-0.83	1081	nt	nt	nt	nt	-40	584	i	22
CN1CCN(S(=O)(=O)c2ccc3c(c2)OCCO3)CC1	-3%	-5%	i	-3	-4.6	1180	0.14	843	1.1	1.8	2.0	10	2	720	i	19
CC1(C)CC(=O)C2=C(C1)N(CC1CCCO1)C(=O)C2(NC(=O)c1cccnc1)C(F)(F)F (stereo not given)	7%	5%	i	4	-2.4	1198	0.59	1225	1.1	3.1	2.0	4.3	1	750	i	30
CCOC(=O)Cn1c2ccc(C)cc2c2nc(C)sc21	7%	26%	i	10	1.7	1084	-0.03	1341	1.2	2.2	1.3	2.9	-2	712	i	1
CC(=O)Nc1ccc(NC(=O)COC(=O)c2c3c(nc4ccccc24)CCN(Cc2ccccc2)C3)cc1	15%	12%	+	33*	0.8	1145	-0.84	1378	1	6.9	8.8	23	2	674	i	43
CCOc1ncccc1C(=O)N(C)CC1COc2ccccc2O1 (stereo not given)	11%	7%	i	0	1.3	1158	0.48	890	1	1.1	1.3	1.5	-5	786	i	52
COc1ccc(CCC(=O)NCc2cn3ccccc3n2)cc1	nt	nt	nt	nt	-0.8	1305	0.67	854	nt	nt	nt	nt	-1	751	i	28
CCOc1ccc(OCc2ccc(C(=O)O)o2)cc1	7%	6%	i	-3	-0.6	1054	0.56	1950	1.2	1.7	1.5	7.0	-20	671	i	42
COc1ccc(N=Cc2sc3ccccc3c2Cl)cc1	6%	2%	i	-19	-0.4	1345	0.42	1542	1.1	3.2	2.2	8.2	nt	nt	i	25
COc1ccc(C2OCC3(CO2)SC(=O)NC3=O)cc1 (stereo not given)	5%	-4%	i	-12	1.1	944	nt	nt	1.1	1.2	2.8	6.4	-4	608	i	48
COCCSc1ccccc1C(=O)Nc1ccc2c(c1)OCCO2	-10%	-9%	i	4	-7.1	1197	-0.54	950	1	2.8	2.2	4.1	11	784	i	36
O=C(NCc1ccco1)C1CCN(S(=O)(=O)Cc2ccccc2)CC1	7%	10%	i	-6	-1.0	1116	0.52	1221	1.1	2.9	1.5	3.4	2	741	i	8
CC1CCCN(C(=O)c2ccc(COc3ccccc3Br)cc2)C1 (stereo not given)	3%	-5%	i	5	3.0	1055	nt	nt	0.9	1.5	1.1	6.4	-10	782	i	54
COCCNc1nc(C)c(C(C)=O)s1	-29%	-17%	i	27	-5.2	1027	-1.4	730	1.1	4.1	2.1	1.0	4	621	i	22
COc1ccccc1-n1c(SCC(N)=O)nc2sc3c(c2c1=O)CCC3	nt	nt	nt	nt	-1.1	1407	0.57	942	nt	nt	nt	nt	-2	684	i	39
CCOc1ccc(N2C(=O)CC(Sc3ncccn3)C2=O)cc1 (stereo not given)	3%	0%	i	1	nt	nt	nt	nt	1.1	1.8	0.0	25	-2	753	i	24
CNc1c([N+](=O)[O-])cnn1-c1cccc(Cl)n1	-13%	-14%	i	25	1.2	1386	1.2	1391	1.1	3.6	0.9	3.5	-7	678	i	53
CC1(C)CNc2cc(N)ccc2S1	83%*	nt	i	13	1.2	1104	-0.33	1278	1.1	5.9	1.7	11	-2	667	i	38
COC(=O)CCC(=O)Nc1cccc([N+](=O)[O-])c1	-5%	3%	i	-3	0.7	1075	-0.3	1317	1.2	5.6	2.2	8.8	27	700	i	49
CC(=O)OCc1c(C)cc(C)c(/C=C(/C#N)C(N)=O)c1C	-10%	-6%	i	-14	-0.5	1488	0.17	1554	1.1	3.3	1.1	12	0	598	i	37
Cc1ccc(S(=O)(=O)Nc2ccc3c(c2)nc(CCN2CCOCC2)n3C)cc1	nt	nt	nt	nt	0.2	1376	0.26	1045	nt	nt	nt	nt	0	761	i	49
CCCCn1nnc(NC(=O)c2ccc(-c3cccc([N+](=O)[O-])c3)o2)n1	2%	5%	i	-10	-0.2	1484	0.24	1433	1.1	4.5	3.6	9.2	2	727	i	34
Cc1cc(C)c(NC(=O)Cn2nnc(C(=O)NCc3cccs3)c2N)c(C)c1	-18%	-13%	i	6	nt	nt	nt	nt	1	2.9	2.0	5.2	nt	nt	i	17
Cn1nc(OC(=O)Nc2ccc(F)cc2)cc1C(F)(F)F	-1%	-3%	i	8	-2.1	1249	-0.06	878	1.1	1.4	1.2	4.7	13	808	i	31
Cc1ccc(NC(=O)CN(C)CC(=O)Nc2cccc(F)c2)cc1[N+](=O)[O-]	9%	14%	i	0	0.4	1055	-3.4	705	1.1	2.8	2.6	3.6	-8	661	i	12
